Source: PubChem
Insulin prom inh: TRM-6 insulin promoter activity inhibition | TRM-6 cells (human fetal islet line), insulin promoter-eGFP reporter, imaging; reporter expression induced with tamoxifen | AID 1273 | 0.9% of 130,000 active | inhibition, % at 2 µM;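 active = inhibition above the mean plus 3 SD, with well images judged a real hit on visual review, cut at about 60% in these data, passing the limit was not always enough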
SDO1 yeast rescue: sdo1-depleted yeast growth rescue; z-score at 10 µM; 0.21% of 140,000 active; S. cerevisiae sdo1-depleted JHY4D growth rescue, OD600 30 h; hits give high values; pdr5 snq2 efflux-pump mutant strain;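 active = z-score above 3 at both the 24 hr and the 30 hr optical density reads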;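 note: z-score against mean and SD of all compound wells on the same plate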
SDO1 yeast rescue Rescue 24 h: recorded beside SDO1 yeast rescue, whose call it bears; z-score; S. cerevisiae sdo1-depleted JHY4D growth rescue, OD600; measured here: growth rescue at 24 h;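 0 is the plate mean of compound wells and units are plate SD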
* = called active by the depositor; . = no result given.

SMILES	Insulin prom inh	SDO1 yeast rescue	SDO1 yeast rescue Rescue 24 h
Cc1[nH]c(=O)c(C(=O)/C=C/c2ccccc2F)c2c1CCCC2	.	-1.2	-0.81
Cn1c(CC(=O)NC(C)(C)CO)c(Sc2ccccc2)c2ccccc21	-19	-0.12	0.13
Cn1c(SCc2c(F)cccc2Cl)nnc1-c1cnccn1	23	0.64	1.1
O=C(CCn1c(=O)oc2ccccc21)N(Cc1ccccc1)c1ccccn1	-43	-1.2	-1.6
O=C(c1cc2nc(-c3ccccc3)cc(-c3ccccc3)n2n1)N1CCN(C(=O)c2ccco2)CC1	0	-0.14	-0.11
O=C(CCn1c(=S)oc2ccccc21)Nc1ccc2c(c1)OCCO2	-34	-0.42	-0.51
CCOC(=O)c1oc2ccccc2c1NC(=O)c1cccs1	24	-1.2	-0.15
CCOc1cc(/C=N/NC(=O)c2nn(C)cc2Br)ccc1OCc1ccccc1Cl	0	-1.1	-0.8
CCOC(=O)c1c(C)[nH]c(C2=NNC(=NC(C)COC)SC2)c1C (stereo not drawn)	31	.	.
O=C(CCn1c(=O)[nH]c2ccsc2c1=O)Nc1ccc(F)c(F)c1	-52	0.26	-0.23
N/C(=N\OC(=O)c1ccc(Cl)c(Cl)c1)c1cccnc1	4	-1.8	-0.99
CC1Cc2ccccc2N1C(=O)CSc1nnnn1C1CCCC1 (stereo not drawn)	20	-0.13	-0.7
CCN(CC)S(=O)(=O)c1cc(C(=O)NC2=NCCS2)ccc1Cl	-20	-0.82	-1.3
COc1cc(OC)cc(C(=O)Nc2ccccc2N2CCOCC2)c1	.	-0.86	0.22
COc1ccc(OC)c(NC(=O)COC(=O)c2cc3c(s2)CCC3)c1	25	.	.
CCOc1ccc(-c2nnc(SCC(=O)N3CCOCC3)o2)cc1	35	0.95	1
CCOC(=O)c1cnc(Nc2nc3ccccc3o2)nc1CN1CCN(c2ccccc2)CC1	18	.	.
CCSc1c(-c2ccccc2)nc2c(C)cccc2c1C(=O)O	23	0.07	0.18
COc1ccc(C2C3=C(CCCC3=O)Nc3nc(C(F)(F)F)nn32)c(OC)c1OC (stereo not drawn)	30	0.76	0.29
O=C(NC1CCCCC1)N1CCCCCC1	47	-0.2	-0.52
CCCOc1ccc(N2C(=O)CC(N3CCN(CCN=CC4C(=O)CC(C)(C)CC4=O)CC3)C2=O)cc1 (stereo not drawn)	-100	.	.
CCNc1ccc(C(=O)OCC(=O)N2c3ccccc3NC(=O)C2(C)C)cc1[N+](=O)[O-]	-22	-1.4	-1.5
CS(=O)(=O)N(CC(=O)N/N=C/c1cccs1)c1cccc(Cl)c1Cl	.	0.51	1.4
COc1cc(Cl)c(C)cc1NC(=O)[C@@H]1CCCN1C(=O)c1cccs1	-29	1.1	2.1
Cc1ccc(C(=O)COC(=O)c2n[nH]c(=O)c3ccccc23)cc1	20	-0.04	-0.9
NC(=O)CSc1nc2ccccc2nc1SCC(N)=O	-7	.	.
CC1CC(c2ccccc2)n2nc(NC(=O)CCc3ccccc3)nc2N1 (stereo not drawn)	23	-0.41	-1.2
CCN1CCCC1CNC(=O)CCNC(=O)c1cc(OC)c(OC)c(OC)c1 (stereo not drawn)	-38	3.3*	3.5*
CC(C)CC(=O)NC(=S)Nc1nc(-c2cccc3ccccc23)cs1	3	-1.8	-1.4
COc1cc(/C=N/n2cnnc2)ccc1OCC(=O)N1CCOCC1	44	1.5	0.72
O=C(COC(=O)CNC(=O)c1ccc(F)cc1)Nc1cccc(S(=O)(=O)N2CCCC2)c1	-33	.	.
COC(=O)c1cccc(NC(=O)NC2CCCN2S(=O)(=O)c2ccc(Cl)cc2)c1 (stereo not drawn)	-3	0.02	-0.44
CC(C)Cc1cc(C(=O)Nc2sc3c(c2C#N)CCC3)no1	.	0.16	-0.18
COc1cc2c3c(c1)C1(C(=O)N3C(C)(C)C=C2C)C(C#N)=C(N)Oc2cc(C)oc(=O)c21 (stereo not drawn)	-12	0.74	0.15
CCOC(=O)c1nn(-c2ccccc2F)c(C)c1C(C)=O	-2	0.95	1.6
Cc1cc(Nc2cccc(Cl)n2)n(-c2ccccc2)n1	.	0.61	0.91
COc1ccc(OC)c(NC(=O)C2CC(=O)N(c3ccccc3)C2)c1 (stereo not drawn)	.	0.53	-0.37
CC(C)c1nccn1CCC(=O)O	6	-0.39	-0.29
C/C(=N\NC(=S)NCCc1ccccc1)c1cccs1	45	-0.7	-0.18
COc1ccccc1NC(=O)CSc1nnc(COc2ccc(Cl)cc2)n1Cc1ccco1	-29	-1.8	-1.1
Clc1ccc(-c2c[n+](Cc3ccc(Cl)c(Cl)c3)c3n2CCC3)cc1	.	0.81	0.06
COc1ccc(-c2cc(-c3cccs3)nc(OC)c2C#N)cc1OC	.	-0.14	1.1
Cc1nn(CC(=O)Nc2ccc(C(=O)N3CCCCC3)cc2)c(=O)c2ccccc12	-170	0.94	0.26
Cc1ccc2nc(N/C(N)=N/S(=O)(=O)c3ccc([N+](=O)[O-])cc3)nc(C)c2c1	4	-0.7	-0.35
CCOCCCNC(=O)c1c(N)n(-c2ccc(S(N)(=O)=O)cc2)c2nc3ccccc3nc12	-47	1.3	2.7
Cc1ccc(S(=O)(=O)N(C)Cc2ccc(-c3nnco3)cc2)cc1	0	-1.3	-0.8
Cn1c(=O)c2c(nc(SCC(=O)NCC3CCCO3)n2Cc2ccc(F)cc2)n(C)c1=O (stereo not drawn)	0	.	.
CCOC(=O)N1CCN(C(=O)CCC(=O)N2CCOc3ccc(C)cc32)CC1	.	0.36	0.23
CCOC(=O)C1=C(C)NC(=O)NC1c1c(OCC(=O)N2CCCCC2)ccc2ccccc12 (stereo not drawn)	18	0.24	-0.37
C=CCc1ccccc1OCC(O)CNC (stereo not drawn)	6	-0.24	0.2
COCCN1C=C(C(=O)OC)C(c2cc3c(cc2Br)OCO3)C(C(=O)OC)=C1	-18	-0.65	0.16
O=C(Nc1ccccc1C(=O)NC(Cc1ccccc1)C(=O)O)c1ccccc1 (stereo not drawn)	12	.	.
CC(CNC(=O)c1ccc(Br)o1)NC(=O)c1ccc(Br)o1 (stereo not drawn)	-10	0.48	0.26
Cc1ccc(C)c(NC(=O)CN(C)C(=O)c2cc3ccccc3o2)c1	-64	.	.
Cc1ccc(C(=O)CNc2nc3c(c(=O)[nH]c(=O)n3C)n2Cc2ccccc2)cc1	.	-0.18	0.06
CCCNC(=O)CN(Cc1ccccc1F)S(=O)(=O)c1ccc(C)cc1	-39	-0.29	-0.42
Cc1ccc(Oc2nc(C(F)(F)F)nc3ccccc23)cc1	12	0.38	-0.14
Cc1cccc(NC(=O)Cn2c(=O)n3nc(CCn4nc(C)cc4C)nc3c3ccccc32)c1	.	0.8	0.58
CC(Oc1ccc(Cl)cc1Cl)C(=O)NCc1ccncc1 (stereo not drawn)	.	0.1	-0.24
Cn1nc(-c2ccc3c(c2)OCCO3)c2ccccc2c1=O	-7	.	.

Full records, quoted from the list. Order of screens: Insulin prom inh, SDO1 yeast rescue, SDO1 yeast rescue Rescue 24 h
Record of Cc1ccc(C)c(NC(=O)CN(C)C(=O)c2cc3ccccc3o2)c1 = -64, ., .
Record of C/C(=N\NC(=S)NCCc1ccccc1)c1cccs1 = 45, -0.7, -0.18
Record of CCN1CCCC1CNC(=O)CCNC(=O)c1cc(OC)c(OC)c(OC)c1 (stereo not drawn) = -38, 3.3*, 3.5*
Record of Cn1nc(-c2ccc3c(c2)OCCO3)c2ccccc2c1=O = -7, ., .
Record of NC(=O)CSc1nc2ccccc2nc1SCC(N)=O = -7, ., .

The list goes on:
SMILES	Insulin prom inh	SDO1 yeast rescue	SDO1 yeast rescue Rescue 24 h
CCCS(=O)(=O)N1CCC(C(=O)NCCCN2CCCC2=O)CC1	.	-0.23	-1.5
COc1ccccc1CNC(=O)C(NS(=O)(=O)c1ccc2c(c1)oc(=O)n2C)C(C)C (stereo not drawn)	.	0.49	-0.04
CSc1nc2cc3c(cc2n1C(=O)c1ccc(C)cc1)OCCO3	.	-0.33	1.3
Nc1c(C(=O)Nc2cccc(F)c2)nnn1-c1cccc(C(F)(F)F)c1	50	.	.
COc1ccc(C2CC(=O)c3cnc(NC(=O)c4ccccc4)nc3C2)c(OC)c1 (stereo not drawn)	18	-0.58	-0.39
COc1ccc2nc(N3C(=O)CC(Cc4ccc(Cl)cc4)C3=O)sc2c1 (stereo not drawn)	-18	-1.1	0
CN(C)C(=O)c1sccc1Oc1ccc(F)cc1[N+](=O)[O-]	25	.	.
O=c1c2ccccc2cnn1-c1ccc(Cl)cc1	19	-0.2	-0.35
CCn1c(=O)n(CC(=O)NCc2ccco2)c(=O)c2ccccc21	27	0.63	1.3
CO/N=C/NC(=O)NOCc1ccc(Cl)cc1Cl	25	0.2	-0.24
Cc1ccccc1OCC(=O)Nc1ccccc1N1CCC(C)CC1	-18	.	.
COc1cc(OC)c(C2C(C(=O)Nc3ccc(C)cc3C)=C(C)Nc3ncnn32)cc1OC (stereo not drawn)	12	1.4	1.5
Clc1ncc(CN2CCN(c3ccccc3)CC2)s1	-25	.	.
Cc1cc(C)n2nc(C(=O)Nc3ccc4c(c3)OCO4)nc2n1	-77	0.68	0.19
Cc1ccc2occ(C(c3nnnn3C3CCCC3)N3CCN(C(=O)c4ccco4)CC3)c(=O)c2c1 (stereo not drawn)	.	-0.89	-0.9
COc1ccc(OCC(=O)NNC(=O)C(=O)Nc2ccc(C)cc2)cc1	35	0.13	1.8
Cc1cccc(C(=O)OCc2cnc(Cl)s2)c1	13	1.5	2
Cc1nnc(N(C)C(=O)c2cccnc2)s1	-11	-0.14	-0.99
CCc1cccc(CC)c1N(COC)C(=O)Cn1ccccc1=N	-86	1.1	0.26
O=C(c1ccc2ccccc2c1)N1CCN(c2ccc([N+](=O)[O-])c(N3CCOCC3)c2)CC1	9	-0.79	-0.68

4 of these compounds in a different format.
COc1ccc(C2CC(=O)c3cnc(NC(=O)c4ccccc4)nc3C2)c(OC)c1 (stereo not drawn)
  Insulin prom inh = 18
  SDO1 yeast rescue = -0.58
  SDO1 yeast rescue Rescue 24 h = -0.39

COc1ccc2nc(N3C(=O)CC(Cc4ccc(Cl)cc4)C3=O)sc2c1 (stereo not drawn)
  Insulin prom inh = -18
  SDO1 yeast rescue = -1.1
  SDO1 yeast rescue Rescue 24 h = 0

CN(C)C(=O)c1sccc1Oc1ccc(F)cc1[N+](=O)[O-]
  Insulin prom inh = 25
  SDO1 yeast rescue = .
  SDO1 yeast rescue Rescue 24 h = .

O=c1c2ccccc2cnn1-c1ccc(Cl)cc1
  Insulin prom inh = 19
  SDO1 yeast rescue = -0.2
  SDO1 yeast rescue Rescue 24 h = -0.35

Further compounds.
SMILES	Insulin prom inh	SDO1 yeast rescue	SDO1 yeast rescue Rescue 24 h
Cc1ccc(-c2nc(NC(=O)CSc3ccc4ccccc4n3)ns2)cc1	-2	0.51	2.3
O=C(CCl)Nc1cccc(-c2cnc3ccccc3n2)c1	.	-1.9	-1.9
Cc1ccc(-n2c(=O)[nH]cc(C(=O)Nc3ccc4c(c3)OCCO4)c2=O)cc1	-71	-0.52	-0.91
OCc1cn(-c2ccccc2)nc1-c1ccco1	34	-0.89	-1.6
COc1ccccc1Sc1ccccc1/C=N/NC(N)=O	39	.	.
Cc1ccc(N2C(=O)c3sc4nnc(C)c(=O)n4c3C2=O)cc1	43	0.7	1.2
O=C(Nc1ccc(Cl)cc1)c1cccnc1N1CCCCC1	20	-1.3	-0.55
Cc1cc([N+](=O)[O-])ccc1NC(=O)c1ccco1	-36	.	.
CC(C)OC(=O)C1C2C=CC3(CN(Cc4cccs4)C(=O)C13)O2 (stereo not drawn)	-22	-0.08	-1.1
COc1ccc(S(=O)(=O)N2CCCOC2CNC(=O)C(=O)NCc2ccco2)cc1 (stereo not drawn)	-31	.	.
Cc1ccc2cc(CCNC(=O)c3cccc([N+](=O)[O-])c3)c(=O)[nH]c2c1C	.	-1	-1.1
CC(C)CC1C(C#N)=C(N)Oc2n[nH]c(-c3cccs3)c21 (stereo not drawn)	-33	-0.04	-1.4
COc1cc(NC(=S)Nc2ncccc2C)cc(OC)c1OC	8	.	.
O=C(Nc1cccc(F)c1)c1ccc(Cn2cc([N+](=O)[O-])cn2)o1	14	.	.
Cc1cccc(NC(=O)CSc2nc3c(c(=O)[nH]2)CCC3)c1C	.	0.01	-0.21
O=c1cc(N2CCC(Cc3ccccc3)CC2)[nH]c(=O)n1C1CCCCC1	29	0.87	1.9
CCOCCCNC(=O)C1CCCCN1S(=O)(=O)c1ccc(F)cc1 (stereo not drawn)	-30	0.73	0.27
COc1ccc2c(CC(=O)OCC(=O)c3ccccc3OC)coc2c1	10	-2	-2.4
Cc1onc(-c2ccccc2Cl)c1C(=O)OCC(=O)c1ccc2c(c1)OCCO2	9	-0.05	0.22
CNCCOCC(O)CSc1ccccc1 (stereo not drawn)	-21	2.1	1.5
CC(=O)NS(=O)(=O)c1ccc(NC(=O)C2C3C=CC(C3)C2C(=O)O)cc1 (stereo not drawn)	.	-0.71	-0.47
CSCCC(=O)N1C(C)CCCC1C(=O)O (stereo not drawn)	-12	1.2	0.2
COc1ccc(C2CC(c3ccc4ccccc4c3)=NN2C(=O)CNC2CCCCC2)cc1 (stereo not drawn)	7	.	.
Cn1c(=O)[nH]c(=O)c2c1nc(N1CCC(Cc3ccccc3)CC1)n2Cc1ccccc1	.	-1.6	-0.92

Not all compounds are listed; the hit share may differ from the screen's.
